High-throughput results from PubChem.
West Nile antiviral = West Nile virus antiviral activity, cell-based, CPE readout (AID 1621). West Nile virus-infected cells, CPE inhibition; higher % means a stronger effect. CPE inhibition, % at 10 µM, or IC50 in µM where a hit was titrated. 0.02% of 290,000 active; in the data active = a potency from the dose series; inconclusive = CPE inhibition mostly from about 3.7% at the one dose, without a potency; inactive = the rest, 99 in 100 with CPE inhibition below about 2.2%; also: strong numbers were not always called active
MgcRacGAP inhibition = MgcRacGAP GTPase-activating activity inhibitors, confirmation, biochemical, ADP Hunter fluorescence; inhibition, % at 30 µM, or IC50 in µM where a hit was titrated; MgcRacGAP-stimulated Rac1 GTP hydrolysis, ADP Hunter fluorescence; higher % means a stronger effect; GST-tagged Rac1 F28L mutant substrate; 0.6% of 340,000 active; AID 624330;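 active = first-screen hits whose inhibition reached a set limit at any dose in the follow-up dose series; inconclusive = inhibition above the set first-screen limit but never retested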;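 also: fluorescence reports GDP produced by GAP-driven GTP hydrolysis; strong numbers were not always called active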
Salmonella PhoP GFP = PhoP-dependent GFP reporter repression – Salmonella Typhimurium, primary screen (AID 1863). S. Typhimurium PhoP-regulated promoter GFP reporter, 4 h; higher % means a stronger effect. inhibition, % at 50 µM; hits with a dose series show IC50 in µM. 0.16% of 300,000 active;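 active = inhibition over 29.93%, a cutoff 3 SD above the screen mean, later confirmed by dose response; inconclusive = inhibition over 29.93% but no dose response follow-up; inactive = inhibition at most 29.93% or unconfirmed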;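 also: 0% = low Mg2+ inducing control and 100% = high Mg2+ repressing control; strong numbers were not always called active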
b-catenin transl = alters nuclear translocation of beta-catenin in HeLa cells | immunofluorescence imaging | nuclear translocation activity, % at 5 µM | 0.3% of 190,000 active;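 active = nuclear translocation activity above 50% at 5 µM, with a well cell count of 50 or more; inconclusive = wells under 50 cells across six images, flagged as toxic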;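 also: per-cell ratio of nuclear to cytoplasmic median beta-catenin stain intensity; plate controls were DMSO negative control for no effect and GSK-3 inhibitor IX positive control for full effect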
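Test system: human HeLa cells, native beta-catenin. Compound dosing: 5 µM primary single dose, 0.1% DMSO, 0.02–20 µM confirmation series. Incubation: compound exposure 24 h at 37°C. Detection: beta-catenin immunostaining with DAPI counterstain, 20x imaging, 6 fields/well. Read-out basis: Nuclear/cytoplasmic beta-catenin signal ratio, % activation.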
T cell modulator = modulates CD8 T cell binding to vesicles; 2C CD8+ T cell-vesicle binding, flow cytometry; hits give low values; calls only at 7 µM; 0.068% of 330,000 active; AID 2052;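 active = response, share of CD8 T cells binding vesicles, and their 90th percentile fluorescence all below set limits, cut at about 80% in these data, passing the limit was not always enough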
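Assay system: 2C TCR transgenic mouse naive CD8+ T cells, MACS-purified | Read-out: CD8+ gate FL2 mean fluorescence as % of same-row positive control | Signal: High-throughput flow cytometry with anti-B7-1 and anti-CD8 staining | Timing: Binding step 1.5 h, 37 °C, antibody labelling 20 min, ice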
RSV CPE inhibition = inhibition of RSV-induced cytopathic effect – HEp-2 cells, primary 10 µM value included (AID 2391); 0.13% of 310,000 active; one-dose CPE inhibition, % at 10 µM; IC50 in µM for titrated hits; HEp-2 cells, RSV-induced CPE inhibition; higher % means a stronger effect; in the data active = a potency from the dose series; inconclusive = CPE inhibition mostly from about 23% at the one dose, without a potency; inactive = the rest, 99 in 100 with CPE inhibition below about 21%; also: strong numbers were not always called active
Large T inhibition = SV40 large T antigen inhibitors, biochemical (AID 1903) | SV40 large T antigen ATPase/helicase inhibition assay; higher % means a stronger effect | inhibition, % at 20 µM, or IC50 in µM where a hit was titrated | 0.39% of 310,000 active; in the data active = a potency from the dose series; inconclusive = inhibition mostly from about 32% at the one dose, without a potency; inactive = the rest, 99 in 100 with inhibition below about 32%; also: strong numbers were not always called active
WT yeast gro inh = growth inhibition of WT yeast, mitochondrial fusion screen; mitochondrial fusion phenotypic screen, WT strain; inhibition, % at 10 µM; 2.1% of 190,000 active; in the data active = inhibition above about 58%; tested in S. cerevisiae
Myeloid diff MLP = compounds promoting myeloid differentiation; ER-HoxA9 myeloid progenitors, lysozyme-GFP differentiation, flow cytometry; calls only at 10 µM; 1% of 360,000 active;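 active = normalized GFP-positive differentiation at or above the plate's own cutoff, the solvent-only control mean plus 3 SD; inconclusive = no clear call, values can overlap the other calls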;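 also: cells exposed to compound for four days before flow analysis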
WT yeast gro inh mutant strain = second read-out of WT yeast gro inh, no call of its own (marks repeat the call); inhibition, %; mitochondrial fusion phenotypic screen, mutant strain inhibition
b-catenin transl cell count 5 µM = recorded beside b-catenin transl, whose call it bears; cell count; measured here: cell count, cytotoxicity flag
T cell modulator vesicle-bound % = further read-out of T cell modulator, marked with its call; double positive events, %; measured here: CD8+ vesicle-bound cell fraction;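 binding gate set so that unloaded-vesicle control wells show 10% double positive cells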
Myeloid diff MLP GFP+ MAC1+ % = further read-out of Myeloid diff MLP, marked with its call; GFP+ MAC1+ double positive, %; measured here: differentiation confirmed by MAC1 staining
Active calls of the source: *; i = inactive; ? = inconclusive; . = no result given; + = active, no number. Rows are unselected; about 3.6% have a hit in one of these screens.

no.	smiles	West Nile antiviral	MgcRacGAP inhibition	Salmonella PhoP GFP	b-catenin transl	b-catenin transl cell count 5 µM	T cell modulator	T cell modulator vesicle-bound %
1	N/C(=N\OC(=O)c1ccc(Cl)c(Cl)c1)c1cccc(CSc2ccccn2)c1	0.3%	5%	0%	-0.4	1228	i	36
2	Clc1ccc2c(NCc3ccco3)ncnc2c1	-0.6%	5%	10%	-13	1093	i	47
3	CC(C)Cn1c(SCC(=O)N2CCc3ccccc3C2)nc2cc(Cl)ccc2c1=O	-1.2%	8%	-14%	-1.5	956	i	21
4	O=C(O)CCC(=O)Nc1sc2c(c1C(=O)NCc1ccccc1)CCCC2	-0.6%	5%	-1%	.	.	i	28
5	Cc1ccc(S(=O)(=O)N2CCOCC2)cc1C(=O)N(Cc1nnc(-c2ccccc2Cl)o1)C1CC1	-0.6%	7%	3%	.	.	i	33
6	Cc1cc(C)c(NC(=O)CNC(=O)Cc2sc(C)nc2-c2ccc(F)cc2)c(C)c1	.	-4%	12%	.	.	i	29
7	O=C(Oc1cccc(C(=S)N2CCOCC2)c1)c1cccc(Cl)c1	-0.7%	10%	-2%	.	.	i	34
8	Cc1cc(=O)n2nc(N3CCC(C(=O)NCc4ccco4)CC3)sc2n1	0.3%	10%	7%	.	.	i	23
9	COc1cc(C(=S)N2CCCC2)ccc1OC(=O)c1ccc(Cl)cc1[N+](=O)[O-]	0.1%	4%	-5%	-1.6	1344	i	51
10	Nc1c(Cl)cc2c(c1Oc1ccccc1)C(=O)c1ccccc1C2=O	-0.1%	2%	9%	.	.	i	30
11	CN(C)C(=C(C#N)C#N)N1CCN(c2ccc(Cl)c(Cl)c2)CC1	-1.1%	6%	-6%	.	.	i	39
12	Cn1cccc1C(=O)NCC(c1ccc(F)cc1)N1CCOCC1 (stereo unspecified)	-0.1%	0%	1%	.	.	i	53
13	CCOC(=O)c1cc(=O)n2c(nc3ccccc32)[nH]1	.	14%	-14%	.	.	i	39
14	Cc1ccc(S(=O)(=O)N(CC(=O)NCC2CCCO2)c2cccc([N+](=O)[O-])c2)cc1 (stereo unspecified)	-0.6%	6%	-6%	-2.5	967	i	28
15	Clc1ccc(C2[C@H]3CN(Cc4cccnc4)[C@H](c4ccccc4)C34CC2(c2cccnc2)C4)cn1 (stereo partly specified)	-0.3%	4%	-2%	-0.9	1396	i	52

no.	RSV CPE inhibition	Large T inhibition	WT yeast gro inh	WT yeast gro inh mutant strain	Myeloid diff MLP	Myeloid diff MLP GFP+ MAC1+ %
1	2.2%	6%	.	.	i	0.6
2	5.6%	15%	5	20	i	1.1
3	2.5%	8%	14	-1	i	0.0
4	1.4%	5%	.	.	i	0.5
5	4.9%	23%	.	.	i	0.5
6	-1.3%	3%	.	.	i	0.9
7	0.0%	21%	.	.	i	0.0
8	0.3%	1%	.	.	i	4.1
9	2.0%	4%	5	-21	i	1.2
10	-0.4%	-3%	43	24	+	22*
11	-0.6%	1%	-4	2	i	0.7
12	0.9%	9%	.	.	?	.
13	3.8%	15%	.	.	i	0.8
14	0.8%	0%	8	1	i	0.4
15	2.5%	16%	.	.	+	2.9*

Next part.
no.	smiles	West Nile antiviral	MgcRacGAP inhibition	Salmonella PhoP GFP	b-catenin transl	b-catenin transl cell count 5 µM	T cell modulator	T cell modulator vesicle-bound %
16	COc1cccc(OCc2cc(/C=N/n3cncn3)ccc2OC)c1	0.6%	-7%	-2%	0.4	1300	i	33
17	COc1ccc(-c2csc(NC(=O)CC(C)C)n2)cc1	-0.1%	1%	3%	4.2	536	i	38
18	CC1Cc2cc(/C(O)=C3/C(=O)C(=O)N(CCCn4ccnc4)C3c3ccncc3)ccc2O1 (stereo unspecified)	0.5%	8%	-6%	.	.	i	2
19	O=C1N(CC(=O)N2CCc3ccccc32)CCN1Cc1ccc(Cl)cc1	-0.6%	-3%	-1%	4.8	1066	i	46
20	CCN(CC)CC(=O)N1N=C(c2cccs2)CC1c1ccco1 (stereo unspecified)	-0.2%	6%	0%	.	.	i	37
21	CC(Oc1ccc2ccc(=O)oc2c1)C(=O)NCC1CCC(C(=O)O)CC1 (stereo unspecified)	0.3%	0%	-2%	.	.	i	53
22	CC(NC(=O)CCc1nnc(-c2ccc(-c3ccccc3)cc2)o1)c1nccs1 (stereo unspecified)	-2.1%	9%	8%	0.1	1616	i	61
23	CCOC(=O)c1oc2ccccc2c1NC(=O)c1ccc(S(=O)(=O)N(C)C)cc1	-0.1%	2%	5%	.	.	i	19
24	CCOC(=O)Cn1cnc2c(nnn2-c2ccc(OC)cc2)c1=O	-0.2%	4%	14%	1.0	820	i	27
25	O=C(CCN1C(=O)COc2ccccc21)NCCC1=CCCCC1	-0.1%	6%	-2%	-0.7	1069	i	14
26	Cc1onc(-c2ccccc2Cl)c1C(=O)O/N=C(\N)c1ccc([N+](=O)[O-])o1	12%	-6%	-5%	-3.4	1191	i	26
27	COc1ccc(NC(=O)C2CCCN2C(=O)NCc2ccccc2)c(OC)c1 (stereo unspecified)	-0.1%	4%	-6%	0.2	1141	i	24
28	CN(CC(=O)NC1CCN(Cc2ccccc2)CC1)S(=O)(=O)c1ccc(Cl)cc1	.	1%	.	.	.	i	17
29	Cc1ccc(CNC(=O)COC(=O)c2nc(-c3ccccc3)oc2C)cc1	.	2%	.	.	.	i	31
30	COc1ccc(-c2cc(C(=O)OCc3ccccn3)c3ccccc3n2)cc1	0.2%	4%	5%	.	.	i	31

no.	RSV CPE inhibition	Large T inhibition	WT yeast gro inh	WT yeast gro inh mutant strain	Myeloid diff MLP	Myeloid diff MLP GFP+ MAC1+ %
16	4.1%	13%	.	.	i	1.8
17	9.8%	4%	18	-5	i	1.8
18	1.6%	1%	0	-15	i	4.2
19	13%	8%	9	16	i	1.0
20	0.6%	15%	-12	-4	i	1.0
21	3.2%	4%	.	.	i	2.8
22	-0.9%	6%	15	-5	i	0.2
23	0.7%	2%	-3	-6	i	0.7
24	0.7%	0%	8	12	i	4.1
25	0.8%	0%	-2	-1	i	1.4
26	11%	16%	.	.	i	0.8
27	0.6%	3%	7	2	i	0.7
28	-1.4%	.	.	.	i	1.0
29	0.9%	.	.	.	i	2.4
30	16%	3%	.	.	i	0.4

3 entries out of the list, sorted by molar mass, smallest number first.
no.	smiles	West Nile antiviral	MgcRacGAP inhibition	Salmonella PhoP GFP	b-catenin transl	b-catenin transl cell count 5 µM	T cell modulator	T cell modulator vesicle-bound %
17	COc1ccc(-c2csc(NC(=O)CC(C)C)n2)cc1	-0.1%	1%	3%	4.2	536	i	38
16	COc1cccc(OCc2cc(/C=N/n3cncn3)ccc2OC)c1	0.6%	-7%	-2%	0.4	1300	i	33
18	CC1Cc2cc(/C(O)=C3/C(=O)C(=O)N(CCCn4ccnc4)C3c3ccncc3)ccc2O1 (stereo unspecified)	0.5%	8%	-6%	.	.	i	2

no.	RSV CPE inhibition	Large T inhibition	WT yeast gro inh	WT yeast gro inh mutant strain	Myeloid diff MLP	Myeloid diff MLP GFP+ MAC1+ %
17	9.8%	4%	18	-5	i	1.8
16	4.1%	13%	.	.	i	1.8
18	1.6%	1%	0	-15	i	4.2

More structures follow.
no.	smiles	West Nile antiviral	MgcRacGAP inhibition	Salmonella PhoP GFP	b-catenin transl	b-catenin transl cell count 5 µM	T cell modulator	T cell modulator vesicle-bound %
31	Cn1c(N)c(C(=O)CSc2nnc(Cc3cccs3)n2C2CC2)c(=O)n(C)c1=O	.	4%	.	.	.	i	44
32	O=C(Nc1ccc(NC(=O)c2ccncc2)cc1)c1ccncc1	-0.6%	.	11%	-3.6	1191	i	50
33	O=C(Nc1ccc(S(=O)(=O)N2CCCCC2)cc1)C1CC(=O)N(Cc2ccccc2)C1 (stereo unspecified)	.	-6%	0%	.	.	i	44
34	Cc1ccc(CNC(=O)CN(C)S(=O)(=O)c2cccs2)cc1	-0.6%	1%	5%	0.1	1136	i	11
35	Cc1ccc(N2C(=O)SC(N(CC(=O)O)c3ccc(C)cc3)C2=O)cc1 (stereo unspecified)	1.2%	-6%	-4%	-0.3	1022	i	35
36	COC(C(=O)Nc1ccc(C(C)=O)cc1)c1ccccc1 (stereo unspecified)	1.0%	11%	-3%	.	.	i	55
37	COc1ccc2cc(-c3[nH]ncc3CN3CCCCO3)ccc2c1	-0.1%	6%	-3%	1.4	1049	i	62
38	COCCN(C(=O)C1CCN(C(=O)c2ccccc2C)CC1)c1c(N)n(CC(C)C)c(=O)[nH]c1=O	.	0%	.	.	.	i	37
39	CC(=O)Nc1ccc(NC(=O)C(C)NC(C)c2cccc3ccccc23)cc1 (stereo unspecified)	-1.2%	3%	10%	.	.	i	11
40	CC(Nc1nc(-c2cccc(Br)c2)cs1)c1nc2cc(Cl)c(N3CCCCC3)cc2n1CCOCCO (stereo unspecified)	-0.3%	-4%	-2%	.	.	i	10

no.	RSV CPE inhibition	Large T inhibition	WT yeast gro inh	WT yeast gro inh mutant strain	Myeloid diff MLP	Myeloid diff MLP GFP+ MAC1+ %
31	1.0%	.	.	.	i	2.2
32	0.7%	16%	.	.	.	.
33	2.5%	16%	.	.	i	1.6
34	0.2%	11%	4	-12	i	0.4
35	-0.5%	25%	0	10	i	0.4
36	0.6%	3%	-10	-14	i	0.1
37	5.8%	21%	6	5	i	0.2
38	1.9%	.	.	.	i	2.2
39	1.4%	3%	.	.	i	5.5
40	-3.9%	21%	.	.	i	1.6
